# TTR transcr act: activators of transthyretin transcription. SH-SY5Y TTR promoter Gaussia luciferase, luminescence; 100% = recombinant luciferase protein wells. 92,000 tested, 1.3% active. activation, % at 16.7 µM. AID 1117267;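 active = activation above the mean of all tested compounds plus 3 SD, cut at about 9.5% in these data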;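 also: cells exposed to compounds for one day before reading; 0% = median of all test compound wells on the plate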
# * marks the source's active call; other numbers are inactive results; & = joins results of further samples. Not all compounds are listed; rates above refer to the full screens.
# The first 16 entries (preview)
SMILES,TTR transcr act
C#CCOCCOCCOCCNc1nc(N2CCN(C(=O)[C@H](CCCCN)n3cc(CCC(=O)O)nn3)CC2)nc(N2CCN(C(=O)[C@H](CCCCN)n3cc(CC(C)O)nn3)CC2)n1 (stereo partly drawn),0.0
CCOC(=O)c1c(NC(=S)Nc2ccc(OC)cc2)sc2c1CCCCC2,-0.7
COc1ccc2[nH]c3c(N4CCC(O)(c5cccc(C(F)(F)F)c5)CC4)ncnc3c2c1,-4.2
CC(=O)N1c2ccc(S(=O)(=O)N(C)CC(=O)NC(C)c3ccccc3)cc2CC1C (stereo not drawn),-0.5
CCOC(=O)c1c(CSC(=N)N)n(C)c2cc(Br)c(OC(C)=O)cc12,4.7
CCOC(=O)C1CCCN(C(=O)C2CCN(S(=O)(=O)c3cnc[nH]3)CC2)C1 (stereo not drawn),1.6
Cc1ccc([C@@H]2CC=C(C(=O)O)[C@H](c3cccc(Cl)c3)N2S(=O)(=O)c2ccc(C)cc2)cc1,-1.2
Cc1nc(-c2ccc(NC(=O)Cc3ccccc3)cc2)cs1,-1.2
Cc1cccc(-n2ncc3c(NCc4cccnc4)ncnc32)c1,2.7
O=C(CSc1ccc2c(c1)OCCO2)Nc1cccnc1,0.0
C=CCn1cnc2c(nnn2-c2ccc(OC)c(OC)c2)c1=O,-0.9
CCC(C)NC(=O)Nc1ccc(C)cc1C (stereo not drawn),1.6
COc1ccc(-c2c(C)n([O-])c3c([n+]2=O)CCCC3)c(OC)c1,-0.4
COC(=O)C1=C(CSc2nncn2C)NC(=O)NC1c1ccc(F)cc1 (stereo not drawn),1.6
CCCOC(=O)Nc1ccc(S(=O)(=O)Nn2cnnc2)cc1,4.1
CN(C)/C(=C\C(=O)c1ccccc1)C(=O)c1ccccc1,0.8

# The listing, from the start:
SMILES,TTR transcr act
C#CCOCCOCCOCCNc1nc(N2CCN(C(=O)[C@H](CCCCN)n3cc(CCC(=O)O)nn3)CC2)nc(N2CCN(C(=O)[C@H](CCCCN)n3cc(CC(C)O)nn3)CC2)n1 (stereo partly drawn),0.0
CCOC(=O)c1c(NC(=S)Nc2ccc(OC)cc2)sc2c1CCCCC2,-0.7
COc1ccc2[nH]c3c(N4CCC(O)(c5cccc(C(F)(F)F)c5)CC4)ncnc3c2c1,-4.2
CC(=O)N1c2ccc(S(=O)(=O)N(C)CC(=O)NC(C)c3ccccc3)cc2CC1C (stereo not drawn),-0.5
CCOC(=O)c1c(CSC(=N)N)n(C)c2cc(Br)c(OC(C)=O)cc12,4.7
CCOC(=O)C1CCCN(C(=O)C2CCN(S(=O)(=O)c3cnc[nH]3)CC2)C1 (stereo not drawn),1.6
Cc1ccc([C@@H]2CC=C(C(=O)O)[C@H](c3cccc(Cl)c3)N2S(=O)(=O)c2ccc(C)cc2)cc1,-1.2
Cc1nc(-c2ccc(NC(=O)Cc3ccccc3)cc2)cs1,-1.2
Cc1cccc(-n2ncc3c(NCc4cccnc4)ncnc32)c1,2.7
O=C(CSc1ccc2c(c1)OCCO2)Nc1cccnc1,0.0
C=CCn1cnc2c(nnn2-c2ccc(OC)c(OC)c2)c1=O,-0.9
CCC(C)NC(=O)Nc1ccc(C)cc1C (stereo not drawn),1.6
COc1ccc(-c2c(C)n([O-])c3c([n+]2=O)CCCC3)c(OC)c1,-0.4
COC(=O)C1=C(CSc2nncn2C)NC(=O)NC1c1ccc(F)cc1 (stereo not drawn),1.6
CCCOC(=O)Nc1ccc(S(=O)(=O)Nn2cnnc2)cc1,4.1
CN(C)/C(=C\C(=O)c1ccccc1)C(=O)c1ccccc1,0.8
Cc1cc(SCC(=O)Nc2ncc(Cl)cc2Cl)nc2ccccc12,-1.0
c1ccc(-c2ccccc2OCCCN2CCCCCC2)cc1,-1.8
CCN(CC)CCCN=C(C)C1=C(O)c2ccccc2C1=O,2.7
COc1ccc(CN2C(=O)c3cccnc3C2=O)cc1S(=O)(=O)N1CCCC(C)C1 (stereo not drawn),1.3
O=C(O)c1cccc(-n2c(/C=C/c3ccccc3)nc3ccccc3c2=O)c1,-0.2
O=C(c1ccoc1)N1CCN(c2cc(-c3ccccc3)nc3cc(-c4ccc(Br)cc4)nn23)CC1,-2.6
COCCSc1nnc(NC(=O)c2ccco2)s1,-1.7
C=CCn1c(=O)/c(=C/c2cc(OC)c(OC)c(OC)c2)s/c1=C(/C#N)c1nc2ccccc2n1C,-2.1
O=C(/C=C/c1cccc(Cl)c1)c1ccc([N+](=O)[O-])o1,-16
CC(=O)Nc1c(O)nc(C)[nH]c1=O,4.3
CN1CCN(C(=O)C23CC4CC(C)(CC(C)(C4)C2)C3)CC1,1.1
O=C(CC(c1ccccc1)c1ccccc1)Nc1ccncc1,1.6
COc1ccc(C(O)P(=O)(OCc2ccccc2)c2ccc(N(C)C)cc2)cc1 (stereo not drawn),1.7
CCC(C)[C@H](NC(=O)[C@H](Cc1ccccc1)NC(=O)OC(C)(C)C)C(=O)NCc1ccccc1Br (stereo partly drawn),2.1
O=C(NC(=S)N(Cc1ccccc1)c1ccccn1)C1CCCCC1,0.1
N#CCCn1c(SCC(=O)N2CCN(S(=O)(=O)c3ccccc3)CC2)nc2ccccc21,0.2
COC(=O)c1ccsc1NC(=O)CSc1nnnn1-c1ccccc1SC,-2.2
COc1ccccc1N(CN1C(=O)c2ccccc2C1=O)C(=O)c1cccc(C)c1,-0.5
Cn1c(=O)c(NC(=O)c2ccccc2)c2n(c1=S)CCCCC2,-1.5
COc1ccc(/C=N/Nc2nc(Nc3ccccc3)nc(N3CCCC3)n2)cc1,-0.5
N#Cc1ccsc1NC(=O)CN1CCOCC1,0.6
CCn1c(SCC(=O)N/N=C/C=C/c2ccccc2[N+](=O)[O-])nnc1-c1ccc(Cl)cc1,1.1
CCCc1nc(N)c(C#N)c(-c2cccnc2)c1CC,1.7
C/C=C/CSc1nc2c(c(=O)[nH]c(=O)n2C)n1C(C)C,4.7
Cc1ccc(C(=O)NCC(=O)OCC(=O)Nc2ncc(C(F)(F)F)cc2Cl)cc1,1.1
Cn1c(CNC(=O)c2cccs2)n[nH]c1=S,-0.1
O=C(Nc1ccc(S(=O)(=O)N2CCCCC2c2cccnc2)cc1)c1ccccc1F (stereo not drawn),2.3
COc1ccc2[nH]c3c(c2c1)CCN[C@]31C(=O)Nc2ccccc21,0.0
Cc1cccc(/C=C/C(=O)c2ccc(NC3=NCCCS3)cc2)c1,-3.3
Cc1ccc(Nc2nnc(SCC(=O)Nc3cccc(S(=O)(=O)N4CCCCC4)c3)s2)cc1,0.1
O=c1c([N+](=O)[O-])cccn1Cc1ccccc1Cl,-0.2
CC(C)=NNc1nc(-c2ccccc2)cs1,1.4
CSc1n[nH]c(NCc2ccccc2)n1,3.1
CC1CCN(C(=O)Cn2cnc3c(cnn3C(C)(C)C)c2=O)CC1,3.9
CCOc1ccc2nc(SCC(=O)c3cccs3)sc2c1,-1.0
CCc1ccccc1NC(=O)CNC(=O)c1ccc(OCc2cn3ccccc3n2)cc1,-0.8
COc1ccc(NC(=O)CN(C)S(=O)(=O)c2ccc(Cl)cc2)cc1Cl,-0.3
Cc1cc(C)c2cc(CN(CCO)Cc3nnnn3Cc3ccc(F)cc3)c(=O)[nH]c2c1,0.0
COc1ccc(N(CC(=O)Nc2ccc3c(c2)OCO3)S(=O)(=O)c2ccc(C)cc2)cc1OC,-1.6
O=C(CSc1nc2cc(S(=O)(=O)N3CCOCC3)ccc2o1)Nc1c(F)cccc1F,-1.7
O=C(COC(=O)c1ccc2ncsc2c1)NCc1cccc(Cl)c1,-1.9
Cc1ccc(C(=O)N/C(=C\c2ccc(F)cc2)C(=O)NCCN2CCOCC2)cc1,0.8
CC(=O)c1c(O)cc(O)cc1CC(=O)O,1.9
CCOc1ccc(NC(=O)CN(C)C(=O)c2ccc(C)c(S(=O)(=O)N3CCCCC3)c2)cc1OCC,2.6

# Next entries.
SMILES,TTR transcr act
CCc1ccccc1NC(=O)c1nnn(CC(=O)Nc2cccc(C)c2C)c1N,1.5
COc1ccc(S(=O)(=O)N(Cc2ccccc2)c2ccccc2C(=O)O)cc1,0.1
O=CN(c1ccccc1)c1ccc2ccccc2c1,-0.6
COc1ccc2nc(N3C(=O)/C(=C/c4ccccc4)NC3=S)sc2c1,-4.1
COc1ccc(NC(=O)CN(C)C(=O)c2ccc(N3CCCC3)c([N+](=O)[O-])c2)cc1,0.0
Cc1ccc2cccc(S(=O)(=O)Nc3ccc4c(c3)OCO4)c2n1,14*
N#C/C(=C\c1ccc(-c2cccc(C(F)(F)F)c2)o1)C(=O)Nn1cnnc1,0.4
COc1ccc(C2(C(=O)NCCCN(C)C)CCOCC2)cc1,2.2
CCCC(c1nnnn1C1CCCC1)N1CCN(c2ccccc2F)CC1 (stereo not drawn),0.7
CCCC(=O)Nc1cccc(NC(=O)Cc2ccc(Cl)cc2)c1,1.2
Cc1ccc(S(=O)(=O)NC(=O)COc2ccccc2C(N)=O)cc1,-1.4
COCCCC1CCN(C(=O)CCc2nnc(CCCCc3ccccc3)o2)CC1,-1.3
COCc1cc(=O)n2[nH]c(-c3ccsc3-n3c(C)ccc3C)cc2n1,-1.5
COc1ccc(Br)cc1CNC(=O)CCc1nc(-c2ccccc2F)no1,-0.8
COc1ccc(N2C(=O)CS(=O)C(c3ccccc3)C2=O)cc1 (stereo not drawn),1.9
S=C(NCc1cccnc1)Nc1ccc(Oc2ccc(Cl)cc2)cc1,-1.2
Cc1ccccc1SC1CCN(Cc2nc(C3CC3)no2)CC1,-1.4
O=C(NC(=O)N1CCCC1)c1csnn1,2.2
CCc1nccn1S(=O)(=O)c1cc(OC)ccc1OC,3.2
CCC1S/C(=N/N=C/c2ccco2)N(Cc2ccc(F)cc2)C1=O (stereo not drawn),-2.4
CCc1ccc(C(=O)CSc2ncn[nH]2)cc1,3.4
Cc1ccc(CNC(=O)[C@H]2O[C@@H](n3ccc(N)nc3=O)[C@H](O)[C@@H]2O)o1,-1.2
CC1CCC(NC(=O)C2CCC(CNS(=O)(=O)c3cccc4cccnc34)CC2)CC1 (stereo not drawn),-2.5
C/C(N)=C(/C#N)C(=O)COC(=O)c1cc2c(s1)CCCC2,0.7
CC(C)N1C(=O)CCC1C(=O)NCc1ccccc1Cl (stereo not drawn),-0.7
O=Cc1ccc2noc(-c3ccc(Cl)cc3)c2c1,-0.9
CCOc1ccccc1N1CCN(C(=O)c2cn(CC3CCCCC3)nn2)CC1,-4.2
CN(C)c1ccc(C2CC(=O)OC3=C2C(=O)CC(C)(C)C3)cc1 (stereo not drawn),0.9
Cn1cc(CC(=O)N2CCN(c3ccccc3F)CC2)c2ccccc21,1.6
O=C(O)CCSc1nnc(SCC(=O)NC2CCS(=O)(=O)C2)s1 (stereo not drawn),-0.9
COc1cccc(S(=O)(=O)N2CCOCC2)c1,-1.5
CCc1ccc2nc(/N=C(\N)NC(=O)c3ccccc3)nc(C)c2c1,-1.5
CCN(C(=O)COC(=O)c1c(C)c(-c2ccccc2)nc2ccccc12)C1CCS(=O)(=O)C1 (stereo not drawn),-1.5
Cc1c(NC(=S)NC(NC(=O)C(C)C)C(Cl)(Cl)Cl)c(=O)n(-c2ccccc2)n1C (stereo not drawn),5.3
O=C(NCc1ccc(Cl)s1)C1CCC(=O)N(CCc2cccc(F)c2)C1 (stereo not drawn),-2.0
CCn1c(C)nc2cc(S(=O)(=O)N3CCCC3)ccc21,0.0
COc1ccc(C(=O)Nc2nnc(-c3ccccc3)o2)cc1OC,-1.3
CCN1C(=O)[C@H]2[C@H]3CN=C(SCc4ccc(C(=O)OC)cc4)N3[C@@](Cc3ccccc3)(C(=O)OC)[C@H]2C1=O,-0.6
COc1ccccc1N1CCN(C2CCCN(C(=O)CC(F)(F)F)C2)CC1 (stereo not drawn),5.5
Cc1cccc(Cl)c1NC(=O)N1CCN(c2ccnc3cc(Cl)ccc23)CC1,-0.9
CCC(C)NC(=O)C1CCCN(S(=O)(=O)c2ccc3c(c2)CC(C)N3C(=O)C2CC2)C1 (stereo not drawn),-0.9
CCn1c(CSc2nc(C)cs2)nc2cc(S(=O)(=O)N(C)C)ccc21,-0.1
COC(=O)C1CCN(c2cnccn2)CC1,0.4
CCOC(=O)c1ccc(NC(C)=O)c([N+](=O)[O-])c1,-1.6
CC1=C(C)CC(C(=O)Nc2nc(C)cs2)C(C(=O)O)C1 (stereo not drawn),-1.2
COCCN(CCOC)C(=O)CCn1c(=O)oc2ccccc21,-0.8
Nc1nc(SCC(=O)Nc2ccc(Br)cc2Br)n[nH]1,-0.4
Cc1c(Cl)cccc1NC(=S)NCc1cccs1,0.2
CN(N=Cc1ccccc1O)c1ccc2ccccc2n1,-0.7
S=C1NCCOCCOCCOCCNC(=S)NCCOCCOCCOCCN1,8.3
CC(=O)Nc1nc(-c2ccc3c(c2)CCO3)cs1,0.0
COc1ccc(-c2cc(C(=O)NCc3ccco3)c3ccccc3n2)c(OC)c1,0.1
Cc1ccc(S(=O)(=O)N2C[C@@H](C)[C@]3(C2)[C@H](O)[C@H](OC(=O)NCc2ccco2)C[C@H]2C(=O)N(c4ccccc4)C(=O)[C@H]23)cc1,-1.8
O=C1CC(c2ccccc2)Cc2nc(N3CCc4ccccc4C3)ncc21 (stereo not drawn),-1.2
Cc1ccc(Cn2c(=O)c3ccccc3n3c(SCC(=O)N4CCCCC4C)nnc23)cc1 (stereo not drawn),1.7
O=C(O)Cc1ccc2c(c1)Cc1cccnc1O2,-0.6
O=C(CCNS(=O)(=O)c1ccc(Cl)cc1)NCc1cccs1,1.3
C[C@H]1[C@@H](OC(=O)NCc2cccc(C(F)(F)F)c2)CC[C@@]23CCCN2C(=O)CCC[C@@H]13,3.2
CC(C)CC(=O)Nc1cccc(-c2cn3ccsc3n2)c1,-2.3
CN(C(=O)COC(=O)CCc1nc2ccccc2c(=O)[nH]1)C1CCS(=O)(=O)C1 (stereo not drawn),2.9

# Going on with the list.
SMILES,TTR transcr act
O=C(CSc1nc2c(cnn2-c2ccc(F)cc2)c(=O)[nH]1)N1CCCCC1,-0.4
COc1ccc(CC(=O)NC(C)c2nnc(SCC(=O)Nc3ccccc3)n2C)cc1 (stereo not drawn),4.9
COC(=O)CNC(=O)C1CC(=O)N(CCc2ccc(F)cc2)C1 (stereo not drawn),-0.7
COc1cc(NC(=O)c2cncc(-c3ccc(C#N)cc3)c2)cc(C(=O)Nc2cccc(C(F)(F)F)c2)c1,-0.5&-2.0
COc1ccc(-c2[nH]ncc2CN(CC2CCC(=O)N2)C(C)C)cc1F (stereo not drawn),0.7
CSCC[C@H](NC(=O)N1CCn2c1nc1ccccc12)C(=O)N[C@H](Cc1ccccc1)C(=O)O,6.8
